Vif inh – inhibitors of HIV Vif; inhibition, % at 7.49 µM; HEK293T cells, Vif self-association by quenched fluorescence, imaging, 24 h; AID 602346; 0.35% of 340,000 active; in the data active = inhibition above about 50%, passing the limit was not always enough; also: some results filed as inactive read as strong as hits
H9c2 protect – modulators protecting cardiomyocytes from myocardial damage; protection from H2O2 cell death, % at 20 µM; H9c2 cardiomyocytes, H2O2 injury protection, ATPLite, 2 h; 0.63% of 360,000 active; AID 588492;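 active = compounds giving at least 50% protection of heart cells from peroxide-induced death in the single-dose screen, raw or plate-pattern-corrected value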;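 also: 0% = DMSO wells with peroxide and 100% = DMSO wells without peroxide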
PDI inh – blocks human protein disulfide isomerase activity; P07237; PDI insulin aggregation turbidity, A650, 90 min; inhibition, % at 10 µM; 0.052% of 350,000 active; AID 588391;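 active = mean inhibition across replicates of 30% or more, whatever share of single replicates reach that level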;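 also: absorbance from insulin aggregation driven by PDI reduction with DTT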
Target sequence (P07237 whole entry, looked up): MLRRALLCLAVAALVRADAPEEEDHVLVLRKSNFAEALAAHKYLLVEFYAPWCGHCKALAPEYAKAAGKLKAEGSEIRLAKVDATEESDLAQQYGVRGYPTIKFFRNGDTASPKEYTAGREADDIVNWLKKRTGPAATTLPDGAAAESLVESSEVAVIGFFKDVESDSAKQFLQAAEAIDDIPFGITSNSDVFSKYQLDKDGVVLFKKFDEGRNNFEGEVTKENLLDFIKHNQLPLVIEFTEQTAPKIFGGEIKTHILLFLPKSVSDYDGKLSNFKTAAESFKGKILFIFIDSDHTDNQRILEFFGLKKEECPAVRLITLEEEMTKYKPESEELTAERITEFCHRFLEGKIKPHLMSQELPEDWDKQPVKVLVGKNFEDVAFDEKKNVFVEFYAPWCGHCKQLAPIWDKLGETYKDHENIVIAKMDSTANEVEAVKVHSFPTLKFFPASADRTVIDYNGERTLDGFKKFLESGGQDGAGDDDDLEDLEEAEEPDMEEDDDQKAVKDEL
ABCB6 inh MLPCN – blocks the human ABCB6 transporter; Q9NP58; K562-ABCB6 porphyrin accumulation, flow cytometry, 1 h; stronger effect = lower value; fluorescence ratio to DMSO, % at 10 µM; 0.19% of 360,000 active;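 active = fluorescence ratio to DMSO below 75%, the collection mean minus 3 SD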;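 also: signal is porphyrin accumulated inside mitochondria; 100% equals median channel fluorescence of DMSO control wells; lower ratio means ABCB6 inhibition with less porphyrin fluorescence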
MC4R antag cAMP – human MC4R antagonism in cAMP assay; P32245; MC4R-expressing cells, MTII-stimulated cAMP, LANCE TR-FRET; inhibition, % at 6.5 µM; 0.48% of 360,000 active; AID 540295;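 active = inhibition above its plate's cutoff, the mean of tested wells on that plate plus 3 SD, cut at about 29% in these data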;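 also: 0% = Melanotan II alone and 100% = Melanotan II plus saturating MCL0020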
Target sequence (P32245 whole entry, looked up): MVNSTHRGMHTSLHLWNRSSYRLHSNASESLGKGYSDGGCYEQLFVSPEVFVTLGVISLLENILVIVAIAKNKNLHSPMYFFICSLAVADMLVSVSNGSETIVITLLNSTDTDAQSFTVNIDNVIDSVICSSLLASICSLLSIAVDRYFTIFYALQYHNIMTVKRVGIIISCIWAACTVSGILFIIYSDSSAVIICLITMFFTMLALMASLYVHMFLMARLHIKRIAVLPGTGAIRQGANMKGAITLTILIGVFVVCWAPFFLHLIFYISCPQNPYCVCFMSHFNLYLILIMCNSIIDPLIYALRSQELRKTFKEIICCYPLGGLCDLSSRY
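Assay system: U2OS cells stably expressing human melanocortin 4 receptor (MC4R) / Dosing: 6.5 µM / Timing: compound 30 min, challenge 1 h, detection 1 h / Measured by: Eu-cAMP/anti-cAMP TR-FRET, emission 671 nm / Replicates: singlicate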
MC4R ag barr – human MC4R agonism via beta-arrestin. P32245. U2OS MC4R beta-arrestin complementation, luminescence; percent of melanotan II response, DMSO zero. activation, % at 8.9 µM. 0.98% of 360,000 active. AID 540308;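 active = activation above a per-plate cutoff, the mean activation of sample wells on that plate plus 3 SD, cut at about 8% in these data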
HTR2A ag – mouse HTR2A agonism via beta-arrestin recruitment; CHO-K1 mHTR2A beta-arrestin complementation, luminescence; percent of 30 µM serotonin response; activation, % at 7.6 µM; 0.66% of 360,000 active; AID 624169;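 active = activation above a run cutoff, the mean activation of all tested compounds plus 3 SD, cut at about 14% in these data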;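 also: 0% = plate median of compound wells and 100% = 30 µM serotonin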
CaV13 ICDI inh – Disruptors of the CACNA1D IQ motif to Ca2+-dependent inactivation inhibitor domain association, primary screening, Förster resonance energy transfer in intact living …. inhibition, % at 12.3 µM. AID 743397. 0.098% of 340,000 active. HEK cells, CFP/YFP FRET ICDI-IQ, plate reader, 10 min; percent FRET-ratio fall versus neutral wells;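 active = mean replicate inhibition of at least 30% and at least 1% of replicates passing that level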;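 also: 0% = median of the neutral control wells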
Glyco luc inh – blocks N-linked glycosylation in D54 reporter cells | reporter increase, % at 12.5 µM | D54 ERlucT glycosylation luciferase reporter, 24 h; percent of 100 nM tunicamycin response | AID 588692 | 0.23% of 360,000 active;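 active = mean luciferase reporter signal, scaled so untreated is 0 and the glycosylation-blocking control 100, at or above a set limit in every replicate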;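 also: luciferase carries N-glycosylation sites so blocking glycosylation raises the light; 0% = median of neutral control wells and 100% = median of 100 nM tunicamycin wells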
aDG glyco act – alpha-DG glycosylation activation. activation, % at 10 µM. Pro5-aDG cells, alpha-DG glycosylation AlphaScreen (IIH6); 0% Pro5, 100% B10-LARGE cell signal. 0.22% of 360,000 active;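 active = activation of at least 8% versus controls, or a plate z-score of at least 8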;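 also: Pro5 are CHO cells carrying HIG-tagged alpha-DG that lacks glycosylation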
Active calls of the source: *; . = not tested or not shown.

smiles,Vif inh,H9c2 protect,PDI inh,ABCB6 inh MLPCN,MC4R antag cAMP,MC4R ag barr,HTR2A ag,CaV13 ICDI inh,Glyco luc inh,aDG glyco act
C[N+](C)(C)CC(=O)N/N=C/c1c2ccccc2cc2ccccc12,13,-2,-14,98,-22,-4.1,-3,-17,5,-0.2
CC1=C(C(=O)N(C)C)C(c2cccc(Cl)c2)NC(=O)N1 (stereo unspecified),5,-2,4,128,8,3.8,-3,.,-1,0.2
COc1ccccc1CNC(=O)CN1NS(=O)(=O)c2ccccc2C1=O,-19,4,-6,98,7,0.3,-2,-5,-1,0.2
COc1ccc(S(=O)(=O)N2CCOCC2)cc1NC(=O)Cn1nnc2ccccc2c1=O,-1,-4,-5,98,6,-1.4,3,-3,0,-0.2
N=c1n(CCN2CCCCC2)c2ccccc2n1CC(=O)c1cccs1,-8,-1,-2,98,-3,0.2,-10,-14,-5,1.0
COc1ccccc1/C=C/C(=O)Oc1cccc2cccnc12,7,6,5,102,-5,-0.9,0,-15,3,-0.1
O=[N+]([O-])c1ccc(Nc2nc(NC3CCCCC3)nc(N3CCCC3)n2)cc1,0,-7,-5,102,2,3.2,0,4,-7,-0.5
COc1cccc(NC(=O)C2CCOC2=O)c1 (stereo unspecified),12,-1,-2,97,4,-0.8,4,-5,1,-0.1
CCC(=O)OCOc1ccc(/C=C2/CCC(CN(C)C)C2=O)cc1 (stereo unspecified),-9,-23,-25,115,15,-3.4,3,-2,-8,-0.4
CC1=C([N+](=O)[O-])C(c2ccccc2Cl)NC(=O)N1 (stereo unspecified),-1,0,-7,99,11,-1.5,-1,-1,2,0.0
CC(C(=O)N1CCCC1)N(C)CC(=O)Nc1cccc(F)c1 (stereo unspecified),-3,18,1,101,2,-0.9,0,-7,1,-0.2
Cc1nn(C(=O)c2nn(C)cc2Cl)c(C)c1Br,-6,-2,-1,100,21,-1.1,3,-16,-2,-0.1
CCN1CCN(c2c(Cl)cccc2NC(=O)c2ccc3nsnc3c2)CC1,-2,3,3,99,3,-0.7,-1,-5,-1,-0.3
O=C(Nc1ccccc1)c1ccccc1CC[N+](=O)[O-],3,-3,3,101,6,-1.6,4,-5,3,0.2
CN(CC(=O)Nc1ccc(F)cc1)CC(=O)N1CCCCCC1,-5,11,1,95,15,-1.0,-11,-3,3,-0.3
COc1ccc(C(=O)N2CCCCCCC2)cc1OC1CCN(C(C)C)CC1,1,0,-2,93,3,-0.3,4,-7,-2,0.1
CC1=C(C(=O)OC(C)C)C(c2ccc(C)o2)NC(=O)N1 (stereo unspecified),3,6,1,99,8,-0.2,2,-5,3,0.0
CN(CCc1ccccn1)C(=O)Nc1ccc(C(C)(C)C)cc1,18,5,16,99,4,-1.0,-4,3,4,-0.1
CCOc1ccc(NC(=O)CN2CCN(CC(=O)Nc3ccc(N(C)C)cc3)CC2)cc1,-5,-2,9,100,12,-0.5,-6,-13,-2,0.0
CCn1c(C)nc2cc(NC(=O)Nc3cccc(C(C)=O)c3)ccc21,-7,-18,-6,97,3,-1.3,-1,-18,-10,-0.2
Cn1nnnc1Sc1ncnc2scc(-c3ccc(-c4ccccc4)cc3)c12,2,1,0,97,4,0.6,6,-5,-5,1.3
O=C(Nc1cccc(O)c1)c1noc2c1CCc1ccccc1-2,.,-22,-1,100,13,6.5,5,.,-18,0.0
COc1ccccc1-c1nnc(SCC(=O)Nc2nc(-c3ccccc3)cs2)n1C,-53,4,11,82,5,-1.0,-2,-3,-2,-0.2
COc1ccc(C=CC(O)CCN2CCC3CCC(C3)C2)cc1 (stereo unspecified),22,-2,-3,94,-1,-1.6,-1,-5,4,0.0
Cc1ccc(-n2nnc(-c3nccn3C)n2)cc1,-4,-15,-4,96,-4,-1.8,-3,-9,-19,0.2
O=C(COc1cc2oc(=O)cc(-c3ccccc3)c2cc1Cl)NCCN1CCOCC1,-8,8,-1,97,3,-2.4,-10,-7,-2,2.3
CCCCn1c(SCC(=O)/C(C#N)=C(\C)N)nc2ccccc2c1=O,-3,0,11,94,-10,-2.5,2,-5,4,-0.4
CCn1c(CNC(=O)c2ccc(Cl)cc2)nnc1SCC(=O)NC1=NCCS1,16,3,-9,98,4,0.3,-5,-3,-1,-0.2
Cc1ccc(S(=O)(=O)N(Cc2cccnc2)Cc2cc3ccccc3[nH]c2=O)cc1,-4,12,-2,105,22,0.3,-1,-2,-2,-0.1
CCn1nc(C)c(NC(=O)c2cc(Br)ccc2Cl)c1C,.,-5,3,93,-3,-1.1,-1,-7,2,-0.2
Cc1ccc2nc(SCC(=O)Nc3oc(C)c4c(C)n[nH]c(=O)c34)[nH]c2c1,-6,26,-4,98,-3,-1.9,7,-2,4,-0.1
Cc1nc2nc(SCC(=O)Nc3cccc(F)c3)[nH]c2cc1Br,-9,-16,-5,99,-3,4.2,7,-7,0,0.2
c1cnc2nc(-c3ccc4c(c3)OCO4)cn2c1,-4,-8,-6,99,-1,-2.4,2,-8,-1,0.0
Cc1cc(C)c(S(=O)(=O)NC2CC(C)(C)NC(C)(C)C2)cc1Br,-2,9,5,95,15,-0.5,-2,-2,0,0.2
CN1CCN(C(=O)c2cccc(COc3cc(Cl)ccc3Cl)c2)CC1,1,5,1,102,17,-1.7,-5,-5,-3,-0.1
COc1cc(/C=C/C(=O)c2ccc3c(c2)OCCO3)cc(Br)c1OCC(=O)N(C)C,-15,13,-6,105,7,-1.0,18*,-5,-13,-0.3
COc1cc2c(cc1OC)CC1(CCCCC1)N=C2,15,3,-8,102,21,-2.5,-1,-7,-1,0.4
Cc1ccc(C(=O)NCCc2nnc3ccc(SCC(=O)Nc4c(C)cc(C)cc4C)nn23)cc1,-3,2,-8,98,5,-1.6,-2,-3,3,-0.1
CC(C)OP(=O)(c1ccc(N(C)C)cc1)C(O)c1ccc(C(C)C)cc1 (stereo unspecified),-6,-4,-9,102,18,-0.3,-5,-16,-2,0.1
Cc1cccc(C)c1-n1nnnc1C1(C)CCC(=O)N1CCCn1ccnc1 (stereo unspecified),.,.,.,101,.,.,3,-7,.,0.0
CCN1CCN(S(=O)(=O)c2ccc(F)c(C(=O)Nc3c(F)cc(F)cc3Br)c2)CC1,-4,-5,-7,152,27,-1.6,3,-20,-2,0.1
CCc1cccc2c(N=O)c(O)[nH]c12,-1,-4,5,99,-17,0.8,1,-3,-4,-0.2
Cc1ccc(C(=O)c2oc3ccccc3c2N)cc1,18,-10,-3,88,-1,0.4,-6,0,1,-0.4
CCOc1ccc(N(C(C)C(=O)N/N=C(\C)c2cccc(NC(=O)c3ccccc3)c2)S(C)(=O)=O)cc1 (stereo unspecified),-10,16,-5,97,22,0.6,-5,.,-1,0.2
COc1ccc(C(=O)NC2CCN(C(=S)Nc3ccccc3)CC2)cc1,1,-1,0,98,-2,-0.3,2,-11,-1,-0.3
COc1ccc(-n2nc3c(c2NC(=O)COc2ccccc2)CS(=O)C3)cc1 (stereo unspecified),-4,4,-4,94,-2,-1.8,-3,-6,-1,-0.3
Cc1ccc(-c2ccc(=O)n(CC(=O)N3CCN(c4cc(Cl)ccc4C)CC3)n2)cc1,-13,-1,5,97,11,8.5*,1,-7,0,0.3
COCCCNC(=O)c1ccccc1Sc1ccc(NC(C)=O)nc1,12,-2,5,99,19,-2.4,-4,-5,-1,-0.3
C=CCOc1ccc(/C=C/C(=O)OCC(=O)NNC(=O)c2ccccc2F)cc1,-6,-4,-5,104,-3,1.1,-5,-7,1,0.0
COCCNc1nnc(SCC(=O)N(C)c2c(N)n(Cc3ccccc3)c(=O)[nH]c2=O)s1,-1,-2,0,101,19,0.2,8,-6,0,-0.1
CC1C(=O)N(Cc2cccc(F)c2)c2ccccc2N1C(=O)c1ccccc1 (stereo unspecified),-7,-8,1,99,6,-1.8,8,-2,-5,0.4
CCC(=O)c1ccc(OCC(=O)NCC2(N3CCCCC3)CCCCC2)cc1,8,4,2,87,24,0.5,-4,-5,-3,-0.1
O=C(CCSCCC(=O)NN=Cc1ccc(F)cc1)NN=Cc1ccc(F)cc1,9,5,4,96,4,-0.8,-4,-5,2,0.0
O=C(Nc1cccc([N+](=O)[O-])c1)C(=O)N1CCCCC1,-1,14,-11,103,4,-0.8,3,-6,2,-0.3
Cc1ccc(Cl)c(OCCN2CCc3ccccc3C2)c1,-3,-1,19,97,-1,1.7,-1,0,-2,0.7
CCOC(=O)c1ccc(NC(=S)N2CCN(CCN=CC3=C(O)CC(C)(C)CC3=O)CC2)cc1,7,3,-1,95,4,-1.2,3,-2,-1,-0.5
CCOc1ccc(OCCOCCNCCOC)cc1,-10,4,5,102,3,-2.4,-3,-7,1,-0.1
CN1C(=O)CSc2ccc(NC(=O)N3CCOCC3)cc21,31,14,4,97,-5,-0.5,-5,-9,6,-0.1
Nc1c(-c2cccs2)cnn1-c1nc(-c2ccc(Cl)cc2Cl)cs1,-4,-15,-2,100,-1,19*,2,-4,-4,0.0
CC(C)NC(=O)c1ccc(N2CCOCC2)nc1,30,5,-2,104,9,-2.0,-2,-5,3,-0.2

Other entries follow.
smiles,Vif inh,H9c2 protect,PDI inh,ABCB6 inh MLPCN,MC4R antag cAMP,MC4R ag barr,HTR2A ag,CaV13 ICDI inh,Glyco luc inh,aDG glyco act
CCn1c(SCC(=O)N/N=C/c2ccncc2)nc2ccccc21,-1,-2,1,102,21,-0.5,-2,11,-2,0.5
COc1ccc(C(=O)N=c2nc3ccccn3s2)cc1,-7,-23,-5,89,-4,1.6,0,-6,-16,0.0
C[C@H](NC(=O)c1ncn2c1C(=O)NC[C@H]2C)c1ccccc1,-9,-7,-3,93,17,0.4,-3,-9,0,-0.1
CC1CCCCN1CCNC(=O)c1ccc2c(=O)n(CCc3ccccc3)c(=O)[nH]c2c1 (stereo unspecified),-2,6,0,94,3,-0.7,-5,-5,1,1.1
O=C(c1cccnc1NCc1ccccc1)N1CCOCC1,-1,-2,3,94,1,0.5,6,-5,1,-0.1
COCCNc1nnc(SCC(=O)NC(=O)c2ccccc2)s1,24,6,-8,101,1,-1.5,3,-5,0,0.2
COc1cccc(CNC(=O)CCC2CCCN(Cc3cc(Cl)ccc3O)C2)c1 (stereo unspecified),15,-14,-4,95,4,1.4,-5,5,0,0.0
O=C(O)/C=C/C(=O)Nc1ccc(-n2nccc2C(F)(F)F)cc1,1,-4,-3,96,5,2.1,0,-4,-1,-0.1

Quoted at random: two entries already listed, in no set order.
smiles,Vif inh,H9c2 protect,PDI inh,ABCB6 inh MLPCN,MC4R antag cAMP,MC4R ag barr,HTR2A ag,CaV13 ICDI inh,Glyco luc inh,aDG glyco act
CCn1c(SCC(=O)N/N=C/c2ccncc2)nc2ccccc21,-1,-2,1,102,21,-0.5,-2,11,-2,0.5
C[C@H](NC(=O)c1ncn2c1C(=O)NC[C@H]2C)c1ccccc1,-9,-7,-3,93,17,0.4,-3,-9,0,-0.1

From PubChem BioAssay
